High-throughput results deposited in PubChem by National Center for Advancing Translational Sciences (NCATS).
AmpC detergent = inhibitors of E. coli AmpC beta-lactamase with detergent; AmpC hydrolysis of nitrocefin, absorbance 480 nm, 0.01% Triton; Potency, µM (top dose mostly 114 µM), for the others: at the top dose activity change, negative = inhibition, actives largely listed as inhibitors; 0.041% of 370,000 active;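 further: potency means the concentration at half of the fitted maximal effect; 0% = no-compound wells and -100% = no-enzyme wells; nearly all actives have a fitted effect of over 25% in size; some results filed as inactive show a strong effect at the top dose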
Target sequence (P00811 whole entry, looked up): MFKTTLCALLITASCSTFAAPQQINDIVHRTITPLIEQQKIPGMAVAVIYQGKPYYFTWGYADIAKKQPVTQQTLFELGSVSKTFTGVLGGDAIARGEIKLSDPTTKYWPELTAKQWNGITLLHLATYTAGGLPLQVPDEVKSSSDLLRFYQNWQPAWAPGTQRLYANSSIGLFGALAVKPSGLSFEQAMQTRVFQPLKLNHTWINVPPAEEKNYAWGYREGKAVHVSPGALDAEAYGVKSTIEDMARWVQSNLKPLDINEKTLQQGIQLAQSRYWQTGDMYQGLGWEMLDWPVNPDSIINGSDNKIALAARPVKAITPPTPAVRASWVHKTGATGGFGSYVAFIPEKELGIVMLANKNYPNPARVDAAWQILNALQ
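20 mM phosphate pH 7.0 + 0.01% (detergent screen) or 0.0001% Triton X-100; 5.3 nM AmpC reagent; cpd preinc 15 min RT; nitrocefin (800 uM stock) to start; A480 q20 s × 4 min; Activity was normalised to no-enzyme and no-compound control wells.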
CHX counter = counter-screen hit for Shiga toxin inhibitors, cycloheximide; cell reporter, cycloheximide protein synthesis inhibition counterscreen; max response, %; 12% of 300,000 active; AID 2314; in the data active means max response mostly above about 13%, no sharp cut-off; inactive means mostly below about 14%; further: read at 38.3 µM for the half of the compounds with a filed dose; 0% is about no effect
HCMV inh = inhibitors of human cytomegalovirus. AID 1259415. activity change, negative = inhibition, % at 57.5 µM. HFF cells, HCMV-luciferase reporter, 72 h; stronger effect = lower value. 4.5% of 410,000 active; in the data active means activity change below about -60%; inconclusive means no clear call, values can overlap the other calls; inactive means above about -39%; further: on the % scale 0 is the no-effect control and ±100 the full control effect
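Luciferase read-out from HCMV-luciferase-infected HFFs (MOI 1 PFU/cell) 72 h post infection at 37C; compounds added after 16 h cell attachment; activity normalized between buffer-only basal and Salinomycin (10uM) inhibitor controls.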
Shiga toxin inh = blocks Shiga toxin action in Vero cells | 9.2% of 290,000 active | Vero cells, Shiga toxin protein synthesis inhibition reporter | inhibition, % at 38.7 µM; in the data active means inhibition mostly above about 28%, no sharp cut-off; inactive means mostly below about 43%; further: 0% is about no effect
AMA1-RON2 inh = AMA1-RON2 (P. falciparum) interaction inhibition. AlphaScreen AMA1-biotinylated RON2 peptide binding. Potency, µM (highest dose often 58.2 µM), for inactives: top-dose activity change, negative = inhibition, hits mostly inhibitors. 0.2% of 360,000 active. AID 720542;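 further: potency means the concentration at half of the fitted maximal effect; 0% = vehicle wells and -100% = peptide control; nearly all actives have a fitted effect of over 45% in size; some results filed as inactive show a strong effect at the top dose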
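AMA1 (3D7) with his tag at 25 nM final met compounds first, then biotinylated RON2 peptide at 25 nM; detection used donor plus acceptor beads, 10 µg/mL apiece, read by AlphaScreen after 30 min at room temperature.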
Giardia FBPA inh = inhibitors of Giardia lamblia fructose-1,6-bisphosphate aldolase. purified Giardia FBPA. Potency, µM (series often up to 59.6 µM), without a hit: at the top dose activity, negative = inhibition, most hits filed as inhibitors. 0.71% of 290,000 active. AID 2451; further: potency means the concentration at half of the fitted maximal effect; on the % scale 0 is the no-effect control and ±100 the full control effect; nearly all actives have a fitted effect of over 55% in size
Target sequence (A8B2U2 whole entry, looked up): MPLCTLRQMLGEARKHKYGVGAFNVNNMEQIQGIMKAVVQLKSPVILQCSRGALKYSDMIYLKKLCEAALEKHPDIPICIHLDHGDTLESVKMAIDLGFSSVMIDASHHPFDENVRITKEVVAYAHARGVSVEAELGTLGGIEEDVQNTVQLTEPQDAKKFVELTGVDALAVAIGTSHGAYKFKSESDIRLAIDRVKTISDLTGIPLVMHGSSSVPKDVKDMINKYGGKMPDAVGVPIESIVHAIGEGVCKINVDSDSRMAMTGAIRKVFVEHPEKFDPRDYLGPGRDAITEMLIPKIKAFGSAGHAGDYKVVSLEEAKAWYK
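40 nM FBPA preincubated 10 min at RT with compound (up to 57.5 uM final), then substrate plus GAPDH/TPI/NAD/arsenate coupling and diaphorase/resazurin added. Fluorescence read after 20 min at RT, 525/598 nm.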
AmpC inh no detg = blocks E. coli AmpC beta-lactamase in detergent-free assay; AID 485341; P00811; 0.52% of 330,000 active; Potency, µM (doses to about 57.1 µM), inactives show at the highest dose activity change, negative = inhibition, hits mostly inhibitors; AmpC nitrocefin hydrolysis, absorbance 480 nm, 0.0001% Triton;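 further: potency means the concentration at half of the fitted maximal effect; plate controls were no compound for no effect and no enzyme for full effect; nearly all actives have a fitted effect of over 20% in size; some results filed as inactive show a strong effect at the top dose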
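20 mM phosphate pH 7.0 + 0.01% (detergent screen) or 0.0001% Triton X-100; 5.3 nM AmpC reagent; cpd preinc 15 min RT; nitrocefin (800 uM stock) to start; A480 q20 s × 4 min; Activity was normalised to no-enzyme and no-compound control wells.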
The depositor's hits bear a star; u = inconclusive; x = no result given; [ ] = remark or other dose. Unless noted, the call rests on the fitted dose curve; in most records, active means well fitted curve in the direction sought with a large enough effect; inconclusive means small, poorly fitted or top-dose-only effect, or another doubt; inactive means no such curve, though single readings can be large; an effect the other way counts as inactive or inconclusive.

1) C[C@H](NC(=O)COc1ccc(Cl)cc1)C(=O)N1CCC2(CC1)NCCc1[nH]cnc12
2) CCCN(Cc1nc(-c2ccc(Cl)cc2)no1)CC1CCCO1 (stereo unspecified)
3) O=C(/C=C/c1cccs1)NC(=S)NNC(=O)c1ccccc1O
4) CCOc1ccc2[nH]c(C)c(CN3CCCCCC3)c(=O)c2c1
5) CCCc1[nH]nc2c1C(c1ccc(OC)c(Cn3nnc4ccccc43)c1)C(C#N)=C(N)O2 (stereo unspecified)
6) CC1CCCCN1C(=O)COC(=O)c1ccc(N2CCCC2=O)cc1 (stereo unspecified)
Compound,1,2,3,4,5,6
AmpC detergent,-1.2%,8.0%,-6.0%,-9.2%,0.7%,x
CHX counter,-1.4,-1.8,9.4,-2.8,-3.2,x
HCMV inh,-2.1,41.5,-94.0*,13.1,x,11.2
Shiga toxin inh,-4.4,-6.9,-9.1,-20.1,9.8,x
AMA1-RON2 inh,5.0%,-8.3%,-70.2%,-13.4%,-9.2%,16.8%
Giardia FBPA inh,x,-2.3%,-17.8%,-4.2%,-15.2%,x
AmpC inh no detg,-11.7%,31.8%,-24.2%,0.2%,x,-7.6%

7) COC(=O)C1=C(C(=O)OC)[C@@H]2N(C)c3ccccc3[C@@]23C[C@@H](C(=O)OC)N(C(=O)c2ccco2)C3=N1
8) COc1ccc(CN(C(=O)c2oc3cc(C)c(C)cc3c2C)C2CCS(=O)(=O)C2)cc1OC (stereo unspecified)
9) CC(C)(CN1CCCC1)NS(=O)(=O)c1ccccc1
10) Brc1ccc(-c2nnc3ccc(N4CCN(c5ccccc5)CC4)nn23)cc1
11) COc1cc(CN2CCN(Cc3cccc(OC)c3OC)CC2)cc(OC)c1
12) CCCCCCCCNc1nc(Cl)nc(NCCN2CCOCC2)n1
Compound,7,8,9,10,11,12
AmpC detergent,x,-0.9%,2.2%,-2.6%,-0.7%,1.0%
CHX counter,x,-2.1,-2.6,-1.3,-3.4,-1.7
HCMV inh,21.0,24.6,-31.1,x,68.4,-15.9
Shiga toxin inh,x,0.7,-5.9,0.8,8.1,-3.0
AMA1-RON2 inh,-0.8%,-3.8%,-4.0%,0.4%,-10.9%,-2.4%
Giardia FBPA inh,2.2%[12.9 µM],x,-6.1%,-13.7%,u,1.2%
AmpC inh no detg,x,168.2%[activator],-12.3%,-5.3%,19.7%,-1.0%

Record cards, as listed above. Order of values: AmpC detergent, CHX counter, HCMV inh, Shiga toxin inh, AMA1-RON2 inh, Giardia FBPA inh, AmpC inh no detg
Shown for CCCN(Cc1nc(-c2ccc(Cl)cc2)no1)CC1CCCO1 (stereo unspecified) = 8.0%, -1.8, 41.5, -6.9, -8.3%, -2.3%, 31.8%
Shown for Brc1ccc(-c2nnc3ccc(N4CCN(c5ccccc5)CC4)nn23)cc1 = -2.6%, -1.3, x, 0.8, 0.4%, -13.7%, -5.3%

The list goes on.
13) Cc1nc2cc(NS(=O)(=O)c3ccccc3)ccc2n1C
14) CCCCCCCCNC(=O)/C(C#N)=C/c1ccc2c(c1)OCCO2
15) Cc1ccccc1N(CC(=O)NCc1ccc2c(c1)OCO2)C(=O)C1CSC(=O)C1 (stereo unspecified)
16) CC(=O)c1ccc(NC(=O)Nc2ccc(NS(=O)(=O)c3ccc(C)cc3)cc2)cc1
17) CSc1ccc(/C=N/NC(=O)c2cc(O)cc(O)c2)cc1
18) Cc1nc2cc(C(F)(F)F)ccc2n1C1CCN(CC(=O)N2CCOCC2)CC1
Compound,13,14,15,16,17,18
AmpC detergent,4.7%,u,-0.5%,-1.8%,-14.0%,-13.1%
CHX counter,15.2,1.6,-3.0,-6.6,22.2*,-8.2
HCMV inh,-12.1,23.1,u,-22.4,45.5,12.9
Shiga toxin inh,-9.9,15.0,-7.1,-16.6,40.8*,-9.0
AMA1-RON2 inh,-21.4%,-2.4%,0.9%,-21.8%,-0.7%,-6.9%
Giardia FBPA inh,-23.9%,4.7%,5.7%,-7.4%,1.7%,4.2%
AmpC inh no detg,-15.0%,-10.3%,-14.8%,-53.5%,-30.3%,23.7%

Carrying on:
nr	compound	AmpC detergent	CHX counter	HCMV inh	Shiga toxin inh	AMA1-RON2 inh	Giardia FBPA inh	AmpC inh no detg
19	C[C@H]1CC[C@]2(O[C@H](CCO)C[C@@H](O)[C@@H]2O)O1	-6.8%	-3.4	49.8	-4.3	45.3%[activator]	-0.3%	-1.4%
20	NS(=O)(=O)c1ccc(CCNC(=O)c2ccc3nccnc3c2)cc1	x	x	-25.3	x	-5.6%	x	-26.3%
21	CC(=C/c1ccccc1)/C=N/NC(=O)CSc1nc(C)cc(C)n1	-1.3%	10.2	-38.3	-13.0	19.7%	-1.5%	3.8%
22	Cc1ccccc1N/C(=N/S(=O)(=O)c1cc(F)ccc1F)c1ccccc1	2.6%	6.9	-37.4	13.3	-4.3%	x	-20.6%
23	COc1cccc(C(=O)Nc2cccc(OC(C)=O)c2)c1	6.7%	45.3*	53.6	52.1*	1.7%	12.9%	-7.2%
24	OCCOCCn1c2ccccc2c2ccccc21	-6.1%	-5.7	25.5	-9.9	0.8%	-2.5%	19.5%
25	O=C(N/N=C\c1ccccn1)C1COc2cc3ccccc3cc2O1 (stereo unspecified)	-4.5%	7.9	17.1	4.5	-5.7%	u	63.5%[activator]
26	Cc1[nH]c(=O)[nH]c(=O)c1S(=O)(=O)Nc1ccc(Oc2ccccc2)cc1	-0.5%	-1.3	22.3	-9.7	-10.2%	14.9%	-17.2%
27	COc1ccc(NC(=O)C2=C(C)NC(=O)NC2c2cccs2)c(OC)c1 (stereo unspecified)	2.8%	0.9	-2.6	-3.3	-12.6%	4.1%	-18.8%
28	COc1cccc(N2CCN(C(=O)c3cccn4c(=O)c5c(C)c(C)sc5nc34)CC2)c1	u	7.7	-16.8	11.0	1.3%	11.0%	-9.6%
29	CCCN(c1ccccc1F)S(=O)(=O)c1cc(-c2cc(C)no2)ccc1OC	-0.7%	7.4	0.0	-4.5	-11.0%	x	37.4%

Structures shown so far that have four or more nitrogen atoms:
nr	compound	AmpC detergent	CHX counter	HCMV inh	Shiga toxin inh	AMA1-RON2 inh	Giardia FBPA inh	AmpC inh no detg
1	C[C@H](NC(=O)COc1ccc(Cl)cc1)C(=O)N1CCC2(CC1)NCCc1[nH]cnc12	-1.2%	-1.4	-2.1	-4.4	5.0%	x	-11.7%
5	CCCc1[nH]nc2c1C(c1ccc(OC)c(Cn3nnc4ccccc43)c1)C(C#N)=C(N)O2 (stereo unspecified)	0.7%	-3.2	x	9.8	-9.2%	-15.2%	x
10	Brc1ccc(-c2nnc3ccc(N4CCN(c5ccccc5)CC4)nn23)cc1	-2.6%	-1.3	x	0.8	0.4%	-13.7%	-5.3%
12	CCCCCCCCNc1nc(Cl)nc(NCCN2CCOCC2)n1	1.0%	-1.7	-15.9	-3.0	-2.4%	1.2%	-1.0%
18	Cc1nc2cc(C(F)(F)F)ccc2n1C1CCN(CC(=O)N2CCOCC2)CC1	-13.1%	-8.2	12.9	-9.0	-6.9%	4.2%	23.7%
20	NS(=O)(=O)c1ccc(CCNC(=O)c2ccc3nccnc3c2)cc1	x	x	-25.3	x	-5.6%	x	-26.3%
21	CC(=C/c1ccccc1)/C=N/NC(=O)CSc1nc(C)cc(C)n1	-1.3%	10.2	-38.3	-13.0	19.7%	-1.5%	3.8%
28	COc1cccc(N2CCN(C(=O)c3cccn4c(=O)c5c(C)c(C)sc5nc34)CC2)c1	u	7.7	-16.8	11.0	1.3%	11.0%	-9.6%
